# Bioassay records: PubChem, The Scripps Research Institute Molecular Screening Center
# ARFGAP1 inh = inhibitors of rat ARFGAP1 GAP activity, primary screen, biochemical, fluorescence polarization, GDP tracer. ADP-ribosylation factor GTPase-activating protein 1 (Rattus norvegicus), Q62848. Arfgap1-stimulated ARF1 GTP hydrolysis, GDP FP detection. inhibition, % at 16.5 µM. 360,000 tested, 0.26% active. AID 651572, 2012;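 active means inhibition above a per-plate limit, mean inhibition of low control wells plus 3 SD, cut at about 25% in these data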;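 further: 0% = DMSO wells with enzyme and 100% = wells lacking Arfgap1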
# Target sequence (Q62848 1-136 limits assumed): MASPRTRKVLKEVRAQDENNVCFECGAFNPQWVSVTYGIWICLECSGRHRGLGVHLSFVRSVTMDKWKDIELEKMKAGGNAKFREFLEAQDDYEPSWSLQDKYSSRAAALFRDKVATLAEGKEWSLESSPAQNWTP
#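 Material: truncated rat Arfgap1 GAP domain; Incubation: compound-enzyme preincubation 20 min, reaction 120 min, detection 60 min, 25 °C; Read-out: percent inhibition of Arfgap1-stimulated GTP hydrolysis; Technique: FP, GDP Alexa 633 tracer displaced from anti-GDP antibody, 620/688 nm; Controls: No-Arfgap1 wells (100%) versus DMSO full-reaction wells (0%); Replication: single well per compound.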
# KLK7 zymogen act = proKLK7 zymogen activators, primary screen, biochemical, fluorescence intensity | purified proKLK7, EDANS-DABCYL substrate fluorescence; 100% is mature enzyme control, 0% vehicle | activation, % at 7 µM | 370,000 tested, 0.9% active | AID 652039, 2013;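 active means activation above the mean of all tested compounds plus 3 SD, computed per campaign excluding outliers beyond control limits, cut at about 13% in these data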
# Target sequence (P49862 whole entry, looked up): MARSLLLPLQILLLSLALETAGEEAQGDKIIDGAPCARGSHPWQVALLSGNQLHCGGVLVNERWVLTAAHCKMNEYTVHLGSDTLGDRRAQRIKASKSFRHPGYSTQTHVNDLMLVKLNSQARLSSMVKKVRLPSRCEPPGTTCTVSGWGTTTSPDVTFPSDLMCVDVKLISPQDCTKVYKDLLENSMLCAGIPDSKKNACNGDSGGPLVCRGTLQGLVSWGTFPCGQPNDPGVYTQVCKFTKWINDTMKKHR
# ADAM10 inh = human ADAM10 inhibitors, primary screen, biochemical, QFRET, HTS. inhibition, % at 7 µM. AID 720582, 2013. Disintegrin and metalloproteinase domain-containing protein 10 (Homo sapiens), O14672. 370,000 tested, 0.62% active. recombinant ADAM10, EDANS/DABCYL FRET peptide cleavage, 3 h;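 active means inhibition above a per-campaign cutoff equal to the mean of compounds falling between control-based bounds plus 3 SD, cut at about 20% in these data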;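 further: 0% = DMSO wells while the 100% control is not disclosed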
# LEDGF integ inh = blockers of LEDGF/p75-dependent integrase strand transfer – biochemical, TR-FRET, high throughput, primary screen; AID 743269, 2014; 370,000 tested, 0.64% active; HIV-1 integrase (with human LEDGF/p75); inhibition, % at 3.7 µM; TR-FRET IN-LEDGF/p75 DNA integration, Eu/Cy5;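 active means inhibition above the screen-wide mean plus 3 SD, cut at about 13% in these data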;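 further: signal is the Cy5 over europium emission ratio at 671 and 618 nm; 0% = plate median of compound wells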
# DDE Tn7 FP inh = inhibitors of Tn7 peptide binding to fibrin DD(E), primary screen, biochemical, fluorescence polarization, human fibrin, Tn7 probe. Fibrinogen beta chain (Homo sapiens), P02675. FP displacement of FITC-Tn7 peptide from fibrin DD(E); 0% = median of compound wells per plate. inhibition, % at 8.3 µM. 370,000 tested, 0.13% active. AID 720508, 2013;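 active means inhibition above the mean of compounds falling within the control limits plus 3 SD of them, cut at about 14% in these data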;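 further: 0% = plate median of compound wells and 100% = 10 µM Aha-Tn7 peptide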
#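 Test system: human clot-derived fibrin DD(E) complex / Quantity: 2 µM final DD(E) protein / Incubation: 10 min plus 3 h, room temperature / Measured by: fluorescence polarization / Benchmarks: high control of 10 µM Aha-Tn7 peptide / Replicates: singlicate testing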
# Tn6 DDE FP = inhibitors of Tn6 peptide binding to fibrin DD(E), primary screen, biochemical, fluorescence polarization, human fibrin, Tn6 probe; inhibition, % at 8.3 µM; 370,000 tested, 0.21% active; Fibrin DD(E) TRITC-Tn6 fluorescence polarization displacement; Fibrinogen beta chain (Homo sapiens), P02675;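 active means inhibition above a per-campaign cutoff: mean of compounds within control limits plus 3 SD, cut at about 15% in these data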;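 further: 0% = median of all compound wells on the plate and 100% = blocking peptide control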
# PLCg1 inh = PLC-gamma1 enzyme inhibitors, primary screen, biochemical, fluorescence, purified enzyme | inhibition, % at 12.2 µM | 370,000 tested, 0.84% active | 1-phosphatidylinositol 4,5-bisphosphate phosphodiesterase gamma-1 (Homo sapiens), P19174 | fluorogenic substrate; in the data active means inhibition above about 9.5%
# TDP2 absorb = human TDP2 enzyme inhibitors, primary screen, biochemical, epi absorbance, recombinant enzyme. AID 720702, 2013. T5PNP hydrolysis, p-nitrophenol absorbance 415 nm. Tyrosyl-DNA phosphodiesterase 2 (Homo sapiens), O95551. inhibition, % at 12.8 µM. 370,000 tested, 0.34% active;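 active means inhibition above the mean of all tested compounds plus 3 SD, set per campaign, cut at about 25% in these data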;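 further: 0% = DMSO with enzyme and 100% = buffer with substrate but no TDP2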
# Target sequence (O95551 whole entry, looked up): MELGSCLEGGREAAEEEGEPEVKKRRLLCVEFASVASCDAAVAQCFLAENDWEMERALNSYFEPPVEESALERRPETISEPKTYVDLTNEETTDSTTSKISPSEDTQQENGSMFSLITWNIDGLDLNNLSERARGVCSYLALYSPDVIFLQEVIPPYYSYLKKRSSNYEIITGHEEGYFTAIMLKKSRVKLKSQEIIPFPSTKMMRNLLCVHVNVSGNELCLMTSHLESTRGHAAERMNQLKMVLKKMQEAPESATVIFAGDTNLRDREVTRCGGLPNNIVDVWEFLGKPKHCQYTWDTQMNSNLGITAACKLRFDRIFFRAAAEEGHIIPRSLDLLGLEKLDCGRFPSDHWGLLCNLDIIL
#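 Assay system: Recombinant human TDP2 | Quantity: 120 nM TDP2 per well | Incubation: 2 h at 37 °C | Signal: Epi absorbance | Evaluation: Percent inhibition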
# ADAM17 inh = ADAM17 inhibitors, primary screen, biochemical, QFRET; Disintegrin and metalloproteinase domain-containing protein 17 (Homo sapiens), P78536; recombinant ADAM17, EDANS/DABCYL FRET peptide cleavage; inhibition, % at 6.95 µM; 370,000 tested, 0.83% active; AID 720648, 2013;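 active means inhibition above the mean of compounds lying between control limits plus 3 SD, set per campaign, cut at about 8.5% in these data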;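 further: 0% = DMSO-only wells as the low control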
# ASAP1 GAP inh = inhibitors of human ASAP1 ArfGAP activity, primary screen, biochemical, fluorescence polarization. Arf-GAP with SH3 domain, ANK repeat and PH domain-containing protein 1 (Homo sapiens), …. ASAP1-stimulated ARF1 GTP hydrolysis, GDP FP detection. inhibition, % at 16.5 µM. 360,000 tested, 0.19% active. AID 624377, 2012; in the data active means inhibition above about 25%;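 further: 0% = vehicle with enzyme and substrate and 100% = no enzyme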
# * = called active by the depositor; i = inactive; · = no result given.
SMILES,ARFGAP1 inh,KLK7 zymogen act,ADAM10 inh,LEDGF integ inh,DDE Tn7 FP inh,Tn6 DDE FP,PLCg1 inh,TDP2 absorb,ADAM17 inh,ASAP1 GAP inh
O=C(Cn1ccc(NC(=O)OCc2ccccc2)nc1=O)NCc1nc2ccccc2[nH]1,-5,0.0,-3,3,1,-3,-4,-1,-3,3
Cc1ccc(S(=O)(=O)NCCC(=O)Nc2ccc(C)cc2C(=O)c2ccccc2)cc1,-4,0.5,0,-5,5,2,2,-9,-4,-12
COC(=O)c1ccc(NCN2C(=O)C3C4CCC(C4)C3C2=O)cc1 (configuration not stated),17,-0.2,5,3,-2,-1,2,0,1,11
O=[N+]([O-])/C(=C\Nc1ccc(F)cc1F)S(=O)(=O)c1ccccc1,-9,-0.4,7,-4,3,4,-1,-3,-8,-7
COc1ccc(Nc2oc(-c3cccs3)nc2C#N)cc1,1,1.1,-68,-2,1,-5,-237,8,-27,5
CN1CCN(C(=O)C2C3C=CC(C3)C2C(=O)O)CC1 (configuration not stated),1,0.3,-12,0,1,-4,0,-4,-3,3
COCCn1c(SCC(=O)N2CCC(C)CC2)nc2c([nH]c3ccccc32)c1=O,12,0.1,-1,1,2,-4,1,8,-1,-1
CCOC(=O)[C@]12CCCC3=C1N(CCC3)C(=O)[C@@H](CC(=O)NCc1ccc(OC)c(OC)c1)C2,·,0.1,4,4,1,5,2,-2,3,·
Cc1[nH]nc(SCC(=O)N2CCC(C)CC2)c1[N+](=O)[O-],2,0.0,-9,0,4,-2,2,5,-4,-4
COc1cc2c3nnc(-c4ccc(F)cc4)c-3cn(Cc3ccccc3F)c2cc1OC,152*,-17,-222,1,-2,0,-176,5,-57,58*
COc1ccc(-c2c(NC(=O)CC(C)C)n(C)c3ccccc3c2=O)cc1OC,2,-2.8,3,6,-8,1,-13,-16,1,-7
O=C1COc2ccc(C(=O)COc3ccc([N+](=O)[O-])cc3)cc2N1,0,-0.1,7,3,2,0,4,0,2,-7
Cc1ccc(S(=O)(=O)n2cc(-c3ccccc3)c3ccccc32)cc1,4,0.3,8,-1,0,1,3,3,5,8
O=C(CN1C(=O)C2(OCCCO2)c2ccccc21)NCc1ccc2ccccc2c1,·,0.7,2,2,2,-2,-3,9,1,·
O=C(CC1SC(N2CCCC2)=NC1=O)Nc1ccc(C(=O)NCCc2ccc(F)cc2)cc1 (configuration not stated),5,0.0,2,0,5,2,-5,0,-1,-8
COc1ccc2nc(SCC(=O)O)nc(C)c2c1,-3,0.2,-424,2,-6,5,-32,-5,-132,9
O=C(NCc1ccc2c(c1)OCO2)C1CC(=O)N(C2CCCCCC2)C1 (configuration not stated),2,-0.6,-5,-1,5,6,1,8,-5,8
CC(C)[C@H]1COc2c3ccccc3nn21,·,-0.3,1,3,3,-4,3,-1,0,·
COCCn1c(SCC(=O)Nc2cc(C)on2)nnc1-c1ccco1,5,0.4,-1,-3,-3,0,0,1,-2,-11
Cc1sc(NC(=O)C2CSC3(C)CCC(=O)N23)nc1-c1ccc(F)cc1 (configuration not stated),-1,0.3,5,-2,-5,-3,3,1,1,-2
Cc1cccc(NC(=O)CN2C(=O)CNC2=O)c1,2,0.0,3,-1,6,-1,-1,9,-5,2
CN(CC(=O)Nc1ccc(F)cc1)c1ccc(S(=O)(=O)N2CCCCC2)cc1[N+](=O)[O-],4,-0.1,2,4,4,4,0,4,0,-1
Cc1ccc2c(Cl)c(C(=O)NCc3cccnc3)sc2c1,2,-0.6,-2,-2,4,2,0,11,-2,8
Cc1ccc(Cn2ccc(NC(=O)c3cc(-c4ccco4)on3)n2)cc1,3,1.7,-6,2,4,2,-2,-11,-5,-20
Cc1ccc(-c2cn(CCN)c(-c3ccncc3)n2)cc1,8,0.8,-6,0,2,4,-4,3,-3,-24
Cn1c(SCc2nc3ccccc3c(=O)[nH]2)nc2ccccc21,9,-0.3,-67,-13,5,1,-5,-11,-31,2
COc1ccc(-c2noc(CN3C(=O)c4ccccc4C3=O)n2)cc1,-6,0.0,4,-2,-4,-4,-1,13,-1,-6
O=[N+]([O-])c1ccc(OCCCCCN2CCOCC2)cc1,6,-0.1,-2,-1,-3,3,2,3,4,4
COc1ccc(Nc2nc(N)nc(CSC(=S)N3CCOCC3)n2)cc1,0,-0.1,-3,3,6,4,3,3,-4,-4
COc1cc(NC(=O)C2CCCN(S(=O)(=O)c3ccc(Br)s3)C2)cc(OC)c1 (configuration not stated),·,0.1,5,-3,2,-6,2,-3,7,·

# Part of the list above in order of length of the SMILES, lowest first:
SMILES,ARFGAP1 inh,KLK7 zymogen act,ADAM10 inh,LEDGF integ inh,DDE Tn7 FP inh,Tn6 DDE FP,PLCg1 inh,TDP2 absorb,ADAM17 inh,ASAP1 GAP inh
Cc1ccc2c(Cl)c(C(=O)NCc3cccnc3)sc2c1,2,-0.6,-2,-2,4,2,0,11,-2,8
COc1ccc(Nc2nc(N)nc(CSC(=S)N3CCOCC3)n2)cc1,0,-0.1,-3,3,6,4,3,3,-4,-4
COc1ccc(-c2noc(CN3C(=O)c4ccccc4C3=O)n2)cc1,-6,0.0,4,-2,-4,-4,-1,13,-1,-6

# The results go on:
SMILES,ARFGAP1 inh,KLK7 zymogen act,ADAM10 inh,LEDGF integ inh,DDE Tn7 FP inh,Tn6 DDE FP,PLCg1 inh,TDP2 absorb,ADAM17 inh,ASAP1 GAP inh
O=C(c1ccccc1/S(=N/S(=O)(=O)c1ccccc1)N1CCOCC1)N1CCOCC1 (configuration not stated),8,-0.5,1,-1,4,-3,2,-9,0,-13
O=C(CSc1cn[nH]n1)Nc1cccc(C(=O)O)c1,-4,0.0,0,0,0,2,-1,4,-2,-8
O=C1CCc2cc(NS(=O)(=O)c3ccc([N+](=O)[O-])cc3)cc3c2N1CCC3,9,-0.1,-3,1,-1,9,-2,7,-1,-9
COc1ccc(C(=O)NCC(C)(C)N2CCOCC2)cc1S(=O)(=O)N1CCCC1,-12,-0.1,-8,2,-1,-5,2,-19,-3,-2
CC(=O)Nc1ccc(S(=O)(=O)NCc2nnnn2-c2ccc(F)cc2)cc1,-6,0.2,6,-2,5,3,1,3,-1,0
Cc1cccc(C(=O)NCC(=O)N2CCCCCCC2)c1,-3,0.1,-5,-2,-4,4,-1,4,0,-4
O=C(/C=C/c1cccc(Cl)c1)Nc1ccncc1,-3,0.0,-6,-1,-1,-2,-5,-12,-4,-1
CC(C)n1c(O)c(N=NC(=O)Cn2ccc(C(F)(F)F)n2)c2ccccc21,-10,0.3,3,0,-1,10,2,-2,6,9
CCCc1cc(=O)oc2cc(OCC(=O)NCCCn3ccnc3)c(Cl)cc12,2,0.5,-45,4,-4,2,-2,3,-15,11
COc1ccc(OCCCc2c(C)n[nH]c2C)cc1,-15,0.1,-5,5,1,2,-1,5,-6,-1
COCCN(CC(=O)Nc1cccc(C)c1)S(=O)(=O)c1ccc(S(=O)(=O)N2CCCC2)cc1,1,0.8,5,3,5,0,2,3,-2,0
O=C(CSc1nnc(CNC(=O)c2ccccc2)o1)NCC1CCCO1 (configuration not stated),-2,0.4,-1,4,-8,2,4,3,0,-3
O=c1c2c(nc3cc(-c4ccccc4)[nH]n13)CCS2,4,0.0,-63,0,-2,11,-30,0,-13,-17
Cc1cc(NC(=O)COC(=O)c2oc3c(ccc4ccccc43)c2C)no1,12,-0.5,-13,-2,-6,-2,-1,2,-5,18
O=C(OCC#CCSc1nnc(-c2cccc3ccccc23)o1)c1ccc(F)cc1,7,0.0,-4,-2,1,-4,-1,-3,-6,0
CC(=O)Nc1ccc(SCC(=O)O)cc1,2,0.1,5,4,3,-4,3,-2,3,7
CC(=O)Nc1ccc(S(=O)(=O)NCC(=O)OCC(=O)N2CCN(c3ccccc3)CC2)cc1,11,0.1,4,1,0,0,3,-1,2,5
Cc1ccc(NS(=O)(=O)c2cc([N+](=O)[O-])ccc2NNC(=S)Nc2cc(C)ccc2C)c(C)c1,7,-0.2,20*,-3,-7,-5,5,6,10*,14
CCC(C)NS(=O)(=O)c1ccc(S(=O)(=O)N2CCCC3(CCCCC3)C2)cc1 (configuration not stated),10,0.1,-6,-1,-1,-3,0,-9,-3,6
Cc1cc(C)n2nc(SCC(=O)Nc3ccc(F)cc3[N+](=O)[O-])nc2n1,5,-0.4,-18,-2,2,-5,2,-14,-3,3
CCOc1cc(-c2cc(-c3ccc(N)cc3)nc(N)c2C#N)ccc1O,6,0.8,-145,-1,-2,-4,i,-4,-54,8
O=C(c1ccco1)N1CCN(c2nc3ccccc3n3nnnc23)CC1,-2,0.2,-17,0,-3,-5,-10,0,-8,14
O=C(Nc1ccc2c(c1)OCO2)C1CC(=O)N(CCc2ccccc2)C1 (configuration not stated),1,0.1,-3,0,6,3,-3,0,-1,-3
COc1ccc(CCNC(=O)COC(=O)c2cc(S(=O)(=O)NCc3ccccc3)ccc2O)cc1OC,-14,-0.5,-23,-1,3,0,-21,-6,-11,0
COc1ccc(C(C(=O)Nc2c(C)cccc2C)N2CCN(c3ccc(C)cc3)CC2)cc1 (configuration not stated),4,-0.3,-4,1,4,14,1,5,-3,-1
CCOC(=O)c1ccccc1OC(=O)Oc1ccccc1C(=O)OCC,2,-0.2,4,1,8,-3,1,-6,0,-25
C=CCOc1ccc(C=NNc2ccc(S(=O)(=O)Nc3ccccc3C(=O)O)cc2[N+](=O)[O-])cc1OC,2,-0.2,2,3,1,-1,1,-4,3,-2
CCCS(=O)(=O)N1CCN(C(=O)COc2ccc(OC)cc2)CC1,6,-0.6,1,-2,-3,5,7,-4,4,6
O=C(NC(=O)N1CCN(c2ccccc2F)CC1)c1ccccc1,9,-0.4,-5,0,-2,-1,1,8,-2,-17
